VCAM1 TNFa inh – reduces TNF alpha induced VCAM1 expression in HUVEC; inhibition, % at 2 µM; HUVEC TNFa-induced VCAM-1 immunofluorescence, high-content imaging; AID 802; 95,000 compounds, 0.48% hits;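 active = inhibition above the batch mean plus 3 SD, with images confirmed as a hit by eye, cut at about 37% in these data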;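 also: 0% = TNF-stimulated DMSO wells and 100% = unstimulated control wells; not every result past the cut was called active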
HUVEC tox TNFa – HUVEC cytotoxicity counter-screen, TNF alpha stimulated; 93,000 compounds, 0.17% hits; AID 848; HUVEC TNFalpha-stimulated, Hoechst cell count, imaging; cell count reduction, % at 2 µM;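 active = cell count reduction exceeding the screen mean by over 5 SD, scaled to untreated wells per plate, cut at about 78% in these data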;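 also: cells counted after 24 h of TNF alpha exposure following the 1 h pretreatment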
DAT uptake mod – modulates human dopamine transporter uptake under cocaine. Q01959. LLC-PK1 hDAT cells, [14C]-dopamine uptake with cocaine IC80; actives deviate in either direction. B-score at 10 µM. 110,000 compounds, 1.3% hits. AID 449768;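 active = Z score or B-score, a plate-position-corrected score, falls beyond the plate's 99.7% confidence bounds, in either direction; inactive = both scores lie inside the 99.7% bounds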;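 also: scored against the spread of the other compound wells on the same plate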
Target sequence (Q01959 whole entry, looked up): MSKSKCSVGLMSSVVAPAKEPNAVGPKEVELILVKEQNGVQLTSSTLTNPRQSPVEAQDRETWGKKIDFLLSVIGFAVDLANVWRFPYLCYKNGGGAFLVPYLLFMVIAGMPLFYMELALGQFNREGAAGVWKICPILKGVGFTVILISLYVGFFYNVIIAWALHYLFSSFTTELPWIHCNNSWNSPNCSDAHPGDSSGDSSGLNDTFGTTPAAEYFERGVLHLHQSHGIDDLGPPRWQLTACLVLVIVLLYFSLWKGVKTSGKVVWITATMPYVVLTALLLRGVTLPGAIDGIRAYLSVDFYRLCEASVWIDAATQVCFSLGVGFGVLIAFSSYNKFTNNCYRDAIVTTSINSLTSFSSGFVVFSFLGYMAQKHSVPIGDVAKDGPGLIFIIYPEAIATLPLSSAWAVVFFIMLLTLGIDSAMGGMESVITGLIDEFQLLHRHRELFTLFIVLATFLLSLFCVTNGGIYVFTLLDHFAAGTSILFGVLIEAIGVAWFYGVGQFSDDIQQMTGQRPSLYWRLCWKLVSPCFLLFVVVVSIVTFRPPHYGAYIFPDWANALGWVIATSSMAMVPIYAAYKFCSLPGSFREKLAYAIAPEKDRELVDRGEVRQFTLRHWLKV
HUVEC tox IL1B – toxic to HUVEC cells under IL-1B stimulation; HUVEC cell count loss, Hoechst imaging, IL-1B stimulated; cell count reduction, % at 2 µM; 94,000 compounds, 0.41% hits;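 active = cell count reduction more than 3 SD above the screen-wide mean, cut at about 70% in these data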;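 also: normalized per plate to untreated control cells as the no-loss baseline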
PTPN22 inh 2 – blocks human PTPN22 phosphatase activity; Q9Y2R2; recombinant LYP catalytic domain, DiFMUP fluorescence; inhibition, % at 2 µM; 96,000 compounds, 0.21% hits;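 active = inhibition at 2 µM at or above a set limit, the screen mean plus 3 SD, cut at about 24% in these data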;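 also: 0% = DMSO with enzyme and 100% = enzyme fully blocked by orthovanadate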
Candida biofilm – kills Candida albicans biofilms; C. albicans biofilm + clotrimazole, Alamar Blue; inhibition, % at 6 µM; 85,000 compounds, 0.14% hits; AID 834;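 active = inhibition above 20%; inactive = inhibition below 20%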;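 also: preformed 24 hr biofilms exposed to compound for 48 hr; 0% = biofilm without compound and 100% = blank killed by clotrimazole plus chlorhexidine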
Smad3 FoxH1 inh – blocks human Smad3 binding to FoxH1 peptide; TR-FRET Smad3/Dy647-FoxH1 peptide binding, europium anti-His; 88,000 compounds, 0.29% hits; AID 630; inhibition, % at 25 µM; P84022;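 active = compounds that reduce the energy-transfer binding signal between the protein and its labelled peptide by more than half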;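 also: 0% = Smad3 plus labelled peptide maximal FRET and 100% = peptide-only background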
cytoskel mod – modifiers of cytoskeleton assembly. HUVEC TNFa F-actin phalloidin imaging, high content. inhibition, % at 2 µM. 91,000 compounds, 0.18% hits;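 active = inhibition above the batch mean plus 3 SD and confirmed as a hit by visual image inspection, cut at about 30% in these data, passing the limit was not always enough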; also: strong numbers were not always called active
MT1-MMP txn act – MT1-MMP promoter transcription activation | activation factor at 10 µM | AID 750 | HT1080 MT1-MMP promoter luciferase reporter, luminescence, overnight; active compounds read high | 86,000 compounds, 0.16% hits;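 active = activation factor of at least 2 for MT1-MMP transcription at 10 µM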
* marks the source's active call; other numbers are inactive results; . = not tested or not shown; [ ] = another dose, or the depositor's remark. The list is partial; the hit share may differ from the screen's.

SMILES	VCAM1 TNFa inh	HUVEC tox TNFa	DAT uptake mod	HUVEC tox IL1B	PTPN22 inh 2	Candida biofilm	Smad3 FoxH1 inh	cytoskel mod	MT1-MMP txn act
O=C(NCC(=O)N(c1ccc2c(c1)OCO2)C(C(=O)NC1CCCC1)c1ccncc1)c1ccco1 (stereo unspecified)	-15	-32	-0.53	-30	-4	0	11	-26	1.1
CCOc1cccc(NC(=O)C2CCCN(S(=O)(=O)c3ccc(OC)cc3)C2)c1 (stereo unspecified)	.	.	0.047	.	.	5	-4	.	1.3
COc1cc(=O)[nH]c(=O)n1CC(=O)c1ccccc1	10	5	-0.31	-20	0	.	.	4	1.1
O=C1c2cnccc2CN1Cc1ccccc1	4	-2	-0.3	-14	4	3	-4	2	1.2
COc1cc(C(=O)Nc2cccc3cccnc23)cc(OC)c1OC	-12	32	-0.77	-18	-2	-3	-17[fluorescence artefact?]	-30	1
COc1ccc(C(=O)N2CC3(CC(c4cccc([N+](=O)[O-])c4)=NO3)C[C@H]2C(=O)NCC(N)=O)cc1 (stereo partly specified)	-8	6	0.0082	-26	-4	.	.	-38	.
O=C(CSc1nnc(-c2ccc(NS(=O)(=O)c3ccccc3)cc2)o1)NCC1CCCO1 (stereo unspecified)	4	-26	0.31	-9	-1	1	7	-11	1
O=C(CSc1nnc(-c2ccccc2)o1)NCC1CCCCC1	0	12	0.18	-2	-15	2	6	-9	1.1
Cc1nc(/N=C(\N)NC(=O)c2ccccc2)nc2ccccc12	27	-5	-0.54	5	9	.	.	13	.
O=C(CSc1nc2cc3ccccc3cc2[nH]1)Nc1ccc(F)cc1	8	-1	0.42	-29	-6	4	17	-11	1
Cn1c(=O)c2c(nc(Oc3ccccc3)n2C)n(C)c1=O	-3	-28	-0.16	-2	1	0	0	2	1.2
O=S(=O)(Cc1cc(Sc2ccccc2)nc(-c2ccccc2)n1)c1ccccc1	-28	-6	0.26	-6	-4	3	-8	-17	1.4
Cc1ccc(S(=O)(=O)CC#CCOC(=O)c2ccc([N+](=O)[O-])cc2)cc1	14	-30	-0.0052	4	-5	3	10	0	1.1
N#C/C(C(=O)Oc1ccccc1)=C1\C=Cc2ccccc2N1	-5	-8	1.2	-8	3	-1	-24	-39	0.9
CCOC(=O)CCc1c(C)c(C#N)c2[nH]c3ccccc3n2c1=O	-1	-36	0.5	-25	2	8	9	1	1
CCN(CC)S(=O)(=O)c1ccc2c(c1)nc(CCC(=O)OCC(=O)N1CCc3ccccc31)n2C	-1	45	-0.8	-17	0	.	.	-23	1.2
COc1ccc(CCNC(=O)Cn2cnc3c(cnn3-c3ccccc3Cl)c2=O)cc1OC	-9	-24	0.098	-22	-12	-1	-8	7	1.2
CCCn1c(N2CCN(CC(=O)Nc3ccc4c(c3)OCCO4)CC2)nc2ccccc21	-12	-7	1.6	-50	-22	-1	-7	-20	1
COc1ccc2cc3c(N)c(C(=O)NCc4ccco4)sc3nc2c1	37	69	-0.31	-2	-5	-1	48[fluorescence artefact?]	13	1.6
COc1ccccc1-c1n[nH]c2c1[C@H](C)CC[C@H]2C(C)C	3	-2	-0.32	-5	5	.	.	16	.
Cc1cc(N2CCC(C(=O)NCC3CC3)CC2)nc(-c2ccccc2)n1	8	-22	1.1	16	6	6	6	-17	1.2
COc1ccc(C(=O)Nc2ccc3oc(Cc4ccc(Cl)cc4)nc3c2)cc1OC	4	-48	0.99	-1	0	16	-1	13	.
Cc1nc(=S)n(-c2ccccc2)[nH]1	-1	3	-0.09	13	1	-4	3	2	1.1
CC(=O)C1=C(C)NC(SCC(N)=O)=C(C#N)C1c1cccs1 (stereo unspecified)	3	20	-0.015	8	-9	-1	-3	8	1
Cc1cc(CN2CCCCC2)oc1C(=O)O	9	-17	0.23	-9	-11	.	.	5	.
COc1ccc(C(=O)/C=C/Nc2ccc([N+](=O)[O-])cc2C)c(OC)c1	-18	3	-0.77	10	4	.	.	3	.
COc1ccccc1N1CCN(C(=O)c2ccncc2)CC1	-2	2	-1.1	7	9	5	7	-17	1.1
Cc1ccc(NC(=O)N2CCOCC2)c(C)c1	33	4	0.013	32	7	5	-2	-31	1.2
Cc1ccc(C2=N/C(=C\N(C)C)C(=O)O2)cc1	3	-10	0.33	-2	5	.	.	6	.
CCn1cc([N+](=O)[O-])c(C(=O)N2CCCC2)n1	1	4	-0.69	1	6	.	.	0	.
CCOC(=O)c1oc2cccc(O)c2c1CN1CCOCC1	-5	16	0.004	8	-2	8	-5	-15	1
COc1ccc(C(C)=O)c2c1OCCO2	-3	-20	0.31	-70	-2	.	8	7	1
COc1ccc(S(=O)(=O)NCc2csc(C)n2)cc1	-2	-29	0.16	-14	-8	-2	-4	-2	1.1
COc1ccc(Cc2nc(-c3ccc(NC(=O)c4cccnc4)cc3)no2)cc1	6	-20	0.54	-20	-8	-1	0	6	1
Cc1onc(-c2ccccc2Cl)c1C(=O)Nc1cccc2nsnc12	0	2	0.72	14	12	6	-2	-8	1.1
COc1cccc(C(=O)N2CCN(Cc3ccccc3C(F)(F)F)CC2)c1	-3	-1	0.53	-16	4	.	1	-5	1.1
O=C(Nc1ccc2c(c1)OCCO2)c1ccccc1F	3	-5	-1.8*	-34	7	5	-1	11	0.6
CCOC(=O)CC(=O)CSc1nc2nc(C)cc(C)n2n1	0	6	2.1	10	-8	6	-7	4	1
COC(=O)c1c(C)oc2ccc(NS(=O)(=O)c3cc(OC)ccc3OC)cc12	-1	-2	-0.27	-21	-3	6	3	-4	1.1
O=C(C1CC(c2ccc(F)cc2)=NO1)N1CCCc2ccccc21 (stereo unspecified)	5	-14	1.1	9	-2	4	2	10	1
Cc1ccc(-n2cc(C(C)(C)C)[nH]c2=S)cc1	-1	-20	0.075	-3	-1	6	-4	18	1.5
CCN(CC)S(=O)(=O)c1cccc(C(=O)Nc2ccc(C#N)cc2)c1	.	.	1.3	.	.	7	2	.	1.3
O=C(Nc1cccc2c1CCCC2)C1CCCN(S(=O)(=O)c2cccc3nonc23)C1 (stereo unspecified)	26	-4	0.32	-56	0	5	-6	2	.
COC(=O)C1=C(C)NC(=O)CC1c1cccc(Cl)c1Cl (stereo unspecified)	.	.	-0.31	.	.	2	7	.	1.1
COc1cc(C2C(C#N)=C(N)Oc3cc(C)n(CC4CCCO4)c(=O)c32)cc2c1OCO2 (stereo unspecified)	13	-20	-0.095	-73	1	7	-2	9	1.1
O=C(CSc1nnc(Nc2ccccc2F)s1)NCc1ccco1	-32	-80	-0.95	-23	8	4	3	25	1.1
O=C(NCc1ccco1)C1CCN(c2nnc(-n3cccc3)s2)CC1	.	.	0.64	.	.	6	-8	.	1.2
CS(=O)(=O)Nc1ccc(C(=O)Nc2ccccc2C(=O)N2CCCC2)cc1	-24	-10	0.69	4	-7	-2	-8	4	1.1
CC1Oc2ccccc2C=C1/C=C1/SC(N2CCOCC2)=NC1=O (stereo unspecified)	52*	13	-1.7	0	-1	.	.	-9	.
CCOC(=O)c1cccc(NC(=O)CCS(=O)(=O)c2cccs2)c1	.	.	0.11	.	.	0	-3	.	1.1
Cc1cccc(-c2c3c(=O)n(C)c(=O)n(C)c3c3nnc4ccccc4n23)c1	0	21	.	27	-3	.	.	-16	0.9
CCNC(=O)CC1C(=O)N(c2ccc(F)cc2)C(=O)N1Cc1ccc(OC)cc1 (stereo unspecified)	3	-21	-0.11	-6	-11	-3	2	2	1.1
CC1(C)CC(CC(=O)O)(c2ccccc2)CCO1 (stereo unspecified)	6	-3	-0.036	-11	6	4	1	0	1.1
O=C(O)c1ccc2c(c1)C(=O)N(CCC1=CCCCC1)C2=O	.	.	-0.86	.	.	-4	0	.	1.2

Screening results (PubChem BioAssay)
